JMJD2A Tudor – blocks the human JMJD2A Tudor domain; O75164; AlphaScreen JMJD2A-Tudor / H3K4me3 peptide binding; Potency, µM (doses to about 114 µM), inactives show at the top dose activity change, negative = inhibition, usual class: inhibitors; hit rate 4.4% among 390,000; also: potency is read from the fitted curve at half-maximal effect; % is scaled to controls: 0 for no effect and ±100 for the full control effect; nearly all actives have a fitted effect of over 50% in size
POLH inh – blocks human DNA polymerase eta activity; Q9Y253; recombinant Pol eta, fluorescent DNA replication assay; Potency, µM (highest dose often 114 µM), for inactives: at the top dose activity change, negative = inhibition, actives largely listed as inhibitors; hit rate 1.2% among 390,000; also: potency is read from the fitted curve at half-maximal effect; % is scaled to controls: 0 for no effect and ±100 for the full control effect
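Pol eta at 10 nM preincubated with compounds 15 min at room temperature; reaction started with fluorescent substrate (50 nM final) and read kinetically at 0 and 10 min.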
Tb PGK inh – inhibitors of T. brucei phosphoglycerate kinase. P07378. PGK/GAPDH coupled, Kinase-Glo luminescence, 60 min. Potency, µM (doses to about 57.5 µM), for inactives: at the top dose activity change, negative = inhibition, actives largely listed as inhibitors. hit rate 0.043% among 380,000. AID 602233; also: potency is read from the fitted curve at half-maximal effect; % is scaled to controls: 0 for no effect and ±100 for the full control effect; nearly all actives have a fitted effect of over 60% in size
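Luminescent ATP detection (Kinase-Glo Plus) follows a 60-minute room-temperature incubation, with wells lacking PGK as controls. Buffer: 100 mM TEA (pH 7.6), 5 mM MgCl2, 0.01% Tween-20. Coupling enzyme GAPDH (100 nM final) supplies unstable 1,3-BPG in-well.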
PI4K2A block – inhibitors of human PI4K2A. Q9BTU6. purified PI4K2A, ADP-Glo luminescence, 1 h; stronger effect = lower value. activity change, negative = inhibition, % at 76.9 µM. hit rate 0.13% among 420,000; in the data active = activity change below about -50%; inconclusive = mostly about -30% to -49%;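 also: -100% = wells without enzyme as full effect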
Target sequence (Q9BTU6 whole entry, looked up): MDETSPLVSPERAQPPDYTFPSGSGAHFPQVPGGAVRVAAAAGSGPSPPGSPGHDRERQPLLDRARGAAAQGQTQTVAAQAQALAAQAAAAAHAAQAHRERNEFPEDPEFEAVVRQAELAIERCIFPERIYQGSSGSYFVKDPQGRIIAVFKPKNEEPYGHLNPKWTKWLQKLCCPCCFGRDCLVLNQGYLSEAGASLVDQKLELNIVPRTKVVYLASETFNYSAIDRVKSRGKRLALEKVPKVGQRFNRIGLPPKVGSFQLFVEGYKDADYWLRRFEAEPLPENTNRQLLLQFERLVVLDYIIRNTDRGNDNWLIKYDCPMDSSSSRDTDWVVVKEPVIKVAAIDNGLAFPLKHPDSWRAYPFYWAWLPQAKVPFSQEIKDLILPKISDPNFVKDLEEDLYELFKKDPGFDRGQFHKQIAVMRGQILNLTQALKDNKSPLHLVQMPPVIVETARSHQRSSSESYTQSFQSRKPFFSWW
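PI4K2A activity was measured by ADP-Glo luminescence: enzyme (4 ug/mL stock) and phosphatidylinositol (1.2 mM stock) in Tris pH 7.5/MgCl2/EGTA/Triton X-100 buffer were reacted with ATP (300 microM stock) for one hour at ambient temperature.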
G9a block – blocks human histone lysine methyltransferase G9a; G9a H3K9 monomethylation, AlphaScreen, 2 h; Potency, µM (highest dose often 102 µM), for the others: top-dose activity, negative = inhibition, most hits filed as inhibitors; hit rate 8.8% among 350,000; also: potency is read from the fitted curve at half-maximal effect; % is scaled to controls: 0 for no effect and ±100 for the full control effect; nearly all actives have a fitted effect of over 75% in size
Target sequence (Q96KQ7 913-1193 limits assumed): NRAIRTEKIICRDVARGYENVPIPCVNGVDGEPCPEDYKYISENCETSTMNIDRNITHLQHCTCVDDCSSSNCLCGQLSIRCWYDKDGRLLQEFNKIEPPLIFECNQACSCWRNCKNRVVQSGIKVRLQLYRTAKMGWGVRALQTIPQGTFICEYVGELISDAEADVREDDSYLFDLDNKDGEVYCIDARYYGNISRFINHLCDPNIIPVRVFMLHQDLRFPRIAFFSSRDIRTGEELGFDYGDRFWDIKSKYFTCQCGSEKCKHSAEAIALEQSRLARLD
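Chemiluminescent proximity detection of H3K9 monomethylation, read after 10 min bead incubation in the dark. Reaction: 20 nM G9a, 500 nM biotin-H3K9 peptide, 20 uM SAM cofactor, 2 h, room temperature, following 15 min enzyme-compound preincubation.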
GLS inhibitor – inhibitors of human glutaminase (GLS). O94925. GLS enzymatic activity, qHTS titration. Potency, µM (top dose mostly 45.5 µM), for the others: at the highest dose activity change, negative = inhibition, usual class: inhibitors. hit rate 0.21% among 410,000. AID 624170; also: potency is read from the fitted curve at half-maximal effect; % is scaled to controls: 0 for no effect and ±100 for the full control effect
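Read-out is an Amplex red fluorescence increase coupled through glutamate oxidase and HRP, measured before and after 30 min room-temperature incubation. hKGA is in 45 mM KH2PO4 (pH 8.2) with 0.02% Tween-20; glutamine added as 1mM solution.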
BAZ2B block – inhibitors of human BAZ2B bromodomain; Q9UIF8; AlphaScreen BAZ2B-H3K14Ac peptide displacement; Potency, µM (series often up to 114 µM), inactives show at the top dose activity change, negative = inhibition, actives largely listed as inhibitors; hit rate 4.4% among 360,000; AID 504333; also: potency is read from the fitted curve at half-maximal effect; % is scaled to controls: 0 for no effect and ±100 for the full control effect; nearly all actives have a fitted effect of over 60% in size
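Multi-concentration screen (max 110 uM) measuring displacement of acetylated histone H3 peptide from BAZ2B by AlphaScreen, using 50 nM protein, 50 nM peptide and 10 ug/mL streptavidin donor plus Ni-chelate acceptor beads.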
HP1b binding inh – blocks HP1-beta chromodomain binding to methylated histone tails. AlphaScreen HP1-beta / biotin-H3K9me3 peptide binding. Potency, µM (doses to about 114 µM), for the others: at the highest dose activity change, negative = inhibition, most hits filed as inhibitors. hit rate 0.56% among 390,000; also: potency is read from the fitted curve at half-maximal effect; nearly all actives have a fitted effect of over 70% in size; inactives centre near 23
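AlphaScreen: HP1-beta (50 nM) preformed 30 min with biotin-H3(1-18)K9me3 peptide (50 nM) in PBS pH 7.4, 0.01% Tween-20. Compound added for 30 min at RT, then streptavidin donor/nickel chelate acceptor beads (10 ug/mL) for 30 min.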
Pin1 inhibitor – inhibitors of human Pin1; Q13526; Pin1 FP peptide displacement, HiFluor488, 10 min; Potency, µM (top dose mostly 115 µM), for the others: top-dose activity, negative = inhibition, hits mostly inhibitors; hit rate 0.009% among 390,000; AID 504891; active = well fitted inhibition curve with a large enough effect in the polarisation, with a control signal flat, not every such curve was filed as active; inconclusive = small, poorly fitted or top-dose-only effect, or effect the other way, or a change in a side signal; inactive = no such curve, though single readings can be large or run the other way; the % refers to the polarisation; also: potency is read from the fitted curve at half-maximal effect; % is scaled to controls: 0 for no effect and ±100 for the full control effect
Target sequence (Q13526 whole entry, looked up): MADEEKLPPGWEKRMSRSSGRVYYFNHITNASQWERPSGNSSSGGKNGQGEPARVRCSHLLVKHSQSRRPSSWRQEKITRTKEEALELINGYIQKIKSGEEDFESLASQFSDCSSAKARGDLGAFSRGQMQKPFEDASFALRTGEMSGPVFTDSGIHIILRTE
* hit, by the source's call; i = inactive; ? = inconclusive; nt = not tested or not shown; [ ] = another dose, or the depositor's remark. Unless noted, calls follow the shape of the dose curve; as a rule, active = well fitted curve in the direction sought with a large enough effect; inconclusive = small, poorly fitted or top-dose-only effect, or another doubt; inactive = no such curve, though single readings can be large; an effect the other way counts as inactive or inconclusive. The list is partial (hit frequency here may not be typical).

No.	canonical_smiles	JMJD2A Tudor	POLH inh	Tb PGK inh	PI4K2A block	G9a block	GLS inhibitor	BAZ2B block	HP1b binding inh	Pin1 inhibitor
1	COC(=O)c1cc2c(s1)CS(=O)C2 (stereo not drawn)	-10%	1%	-4%	-6	1%[59 µM]	18%	7%	20%	-13%
2	O=C(CN1C(=O)/C(=C\c2ccco2)SC1=S)Nc1ccc(O)cc1C(=O)O	5%	8.9µM*	?	-8	-3%[0.0925 µM]	?	40µM*	22%	-2%
3	Cc1ccc(OCC(=O)N(Cc2nc(-c3ccccc3)no2)C(C)C)cc1C	12%	-22%	-8%	-3	6%[59 µM]	-9%	18%	20%	4%
4	CCOc1ccc(C2c3[nH]c4ccccc4c3CCN2C(=O)Cn2cncn2)cc1 (stereo not drawn)	?	-19%	-6%	1	nt	-1%	?	9%	0%
5	S=C1NC[C@H](c2ccccc2)N1CC1CCCCC1	-24%	-24%	-3%	5	9%[12.7 µM]	-12%	?	23%	-6%
6	CN(C)S(=O)(=O)c1ccc(C(=O)N2CC(=O)Nc3ccc(F)cc3C2c2ccc(F)cc2)cc1 (stereo not drawn)	1%	-11%	-4%	-1	12%	1%	6%	32%[activator]	-2%
7	CCOc1ccccc1N1CC(C(=O)N(CC)CC(=O)Nc2ccc3c(c2)OCCO3)CC1=O (stereo not drawn)	-12%	-1%	-4%	-3	25%[2.33 µM]	5%	7%	18%	-3%
8	Cc1ccnc(OC(C(=O)O)C(OCc2ccccc2)(c2ccccc2)c2ccc(C(F)(F)F)cc2)n1 (stereo not drawn)	6%	-13%	-9%	-1	nt	11%	?	28%	-19%
9	OCC1CCCCN1C(=S)Nc1cccc(Cl)c1 (stereo not drawn)	-16%	-7%	-3%	5	-7%	-9%	-11%	?	3%
10	CCOC(=O)N1CCN(C(=O)CN(C2CCCCC2)S(C)(=O)=O)CC1	1%	-7%	i	-2	-4%[12.7 µM]	0%	5%	28%	-3%
11	CCOc1ccc(-n2nc3ccc(NC(=O)COc4ccccc4)cc3n2)cc1	-6%	-11%	i	1	0%[59 µM]	3%	4%	44%[activator]	5%
12	Cc1ccc(Nc2nc3nonc3nc2N(C)C)cc1	-23%	11%	-5%	-3	16%[59 µM]	21%	3%	25%	-1%
13	CC(C)(C)C(=O)NC1CCN(C(=O)N2CCCC2)CC1	3%[57.1 µM]	-11%	0%	-3	5%[12.7 µM]	9%	4%	68%[activator]	2%
14	Cc1cccc(-n2c(Cn3nc(C)c([N+](=O)[O-])c3C)n[nH]c2=S)c1	22µM*	-12%	-11%	-2	?	14%	12%[57.1 µM]	-7%	0%
15	O=C(CC(CC(=O)c1ccccc1)C(=O)O)c1ccccc1	-11%	1%	-7%	3	?	3%	-28%	21%	5%
16	Cn1c(=O)c2c(ncn2CC(=O)OCC(=O)c2ccc(OC(F)F)cc2OC(F)F)n(C)c1=O	nt	-20%	-3%	-1	nt	0%	nt	nt	nt
17	Cc1ccc2oc(-c3ccc(Cl)c(NC(=O)c4cc5ccccc5o4)c3)nc2c1	6%	-8%	-3%	2	?	-16%	3%	35%	6%
18	CCOC(=O)c1cn(CC2CC2)c2cc(F)c(F)cc2c1=O	-1%	-23%	2%	0	0%	0%	-18%	14%	1%
19	COC(=O)c1ccc(/C=C/C(=O)OCC(=O)Nc2cc(C)on2)cc1	-15%	-12%	-9%	-2	nt	-17%	nt	27%	-7%
20	Cc1cc(NC(=O)Cn2c(C)nc3ccccc3c2=O)ccc1Br	-14%	-14%	-9%	-5	-5%	1%	0%	-12%	5%
21	O=C(CCn1nc(-c2ccc(Cl)cc2)ccc1=O)N1CCN(c2ccc(F)cc2)CC1	-27%	-25%	6%	1	?	11%	-35%	7%	?
22	CC(C)CC(=O)Nc1ccccc1-c1nnn(CC(=O)N2CCc3ccccc3C2)n1	-4%	-20%	-5%	-3	8%[12.7 µM]	-9%	-1%	68%[activator]	5%
23	Cc1cc(N2CCN(C(c3ccccc3)c3ccc(Cl)cc3)CC2)n2ncnc2n1 (stereo not drawn)	?	?	2%	1	?	1%	?	4%	6%
24	CCc1nnc(NC(=O)c2cc(-c3ccc(C)o3)nc3ccccc23)s1	89µM*	-4%	i	-4	?	19%	-20%	8%	4%
25	COc1ccc2c(c1)c(CC(=O)OCC(N)=O)c(C)n2C(=O)c1ccc(Cl)cc1	-26%	-7%	6%	-2	3%[12.7 µM]	-1%	-9%	31%	?
26	CN(C)CCNc1oc(COc2ccc(Cl)cc2)nc1C#N	-12%	2%	-4%	-5	?	21%	-32%	16%	-8%
27	Cc1csc(NC(=O)c2ccco2)c1C(=O)c1ccccc1	-8%	9%	-1%	-1	-6%	7%	-12%	30%	5%
28	CNC(=S)N(CCc1ccc(OC)c(OC)c1)C1CC(=O)N(c2ccccc2)C1=O (stereo not drawn)	-7%	-23%	-1%	-1	-48%	0%	?	-5%	5%
29	C=CCNC(=O)c1ccc(CSc2nc3ccccc3s2)cc1	1%	11%	-4%	-6	16%	12%	-8%	-31%	-5%
30	O=C(COc1ccc(S(=O)(=O)N2CCOCC2)cc1)Nc1ccc2c(c1)OCCO2	-13%	-14%	i	-5	7%[12.7 µM]	?	-8%	-2%	1%
31	CCc1cccc2c1NC(=O)C2(O)N1CCCC(C)C1 (stereo not drawn)	-6%	-4%	-8%	5	-1%	-11%	6%	13%	5%
32	COC(=O)c1cc(NC(=S)N2CCN(C(=O)C3CCCO3)CC2)cc(C(=O)OC)c1 (stereo not drawn)	-7%	-8%	0%	0	-6%	6%	-2%	35%[activator]	2%
33	CCOc1ccccc1NC(=O)c1oc2ccccc2c1NC(=O)C1CC1	-9%	-8%	6%	0	22%	-4%	-11%	25%	6%
34	O=C(NCC(c1ccc(F)cc1)N1CCOCC1)c1c(F)cccc1F (stereo not drawn)	-14%	-2%	-7%	2	0%[12.7 µM]	-2%	2%	28%	-6%
35	O=C1c2ccccc2C(=O)N1CCc1c[nH]c2ccccc12	?	-7%	-5%	-3	-29%	5%	-33%	17%	0%
36	CCc1ccc(CNC(=O)c2cnc(N3CCCCC3)c3ccccc23)cc1	6%	-20%	i	-7	60%[activator][59 µM]	1%	29%	58%[activator][57 µM]	4%
37	COC(=O)C1=C(C)N(Cc2ccccc2)C(=NCCc2c[nH]c3ccccc23)N[C@H]1c1cccc(C(F)(F)F)c1	56µM*	?	0%	-2	12%[12.7 µM]	1%	?	-24%	11%
38	CCOc1cc(C)c(Cl)cc1S(=O)(=O)N1CCCC1	9%	-20%	-19%	1	6%[12.7 µM]	5%	7%	30%	-2%
39	COCc1cc(C)nc2sc(C(=O)NCCO)c(-n3cccc3)c12	-11%	14%	-8%	-2	20%[59 µM]	2%	?	2%	-7%
40	O=C(O)CNS(=O)(=O)c1ccc2c(c1)Cc1cc(S(=O)(=O)NCC(=O)O)ccc1-2	-4%	-3%	-7%	-3	-11%[59 µM]	2%	?	44%[activator]	-2%

Compound profiles, as listed above. Order of values: JMJD2A Tudor, POLH inh, Tb PGK inh, PI4K2A block, G9a block, GLS inhibitor, BAZ2B block, HP1b binding inh, Pin1 inhibitor
`CCOc1ccccc1NC(=O)c1oc2ccccc2c1NC(=O)C1CC1` as listed: -9%, -8%, 6%, 0, 22%, -4%, -11%, 25%, 6%
`O=C(O)CNS(=O)(=O)c1ccc2c(c1)Cc1cc(S(=O)(=O)NCC(=O)O)ccc1-2` as listed: -4%, -3%, -7%, -3, -11%[59 µM], 2%, ?, 44%[activator], -2%
`CCOc1cc(C)c(Cl)cc1S(=O)(=O)N1CCCC1` as listed: 9%, -20%, -19%, 1, 6%[12.7 µM], 5%, 7%, 30%, -2%
`O=C(NCC(c1ccc(F)cc1)N1CCOCC1)c1c(F)cccc1F` (stereo not drawn) as listed: -14%, -2%, -7%, 2, 0%[12.7 µM], -2%, 2%, 28%, -6%
`CCc1cccc2c1NC(=O)C2(O)N1CCCC(C)C1` (stereo not drawn) as listed: -6%, -4%, -8%, 5, -1%, -11%, 6%, 13%, 5%

Next part.
No.	canonical_smiles	JMJD2A Tudor	POLH inh	Tb PGK inh	PI4K2A block	G9a block	GLS inhibitor	BAZ2B block	HP1b binding inh	Pin1 inhibitor
41	CCOc1ccc(NC(=O)c2cnc3sc(N4CCOCC4)nn3c2=O)cc1	-24%	-19%	6%	-13	17%[59 µM]	-11%	-11%	-35%	1%
42	COc1ccc(C)cc1NC(=O)CN(c1cc(C(F)(F)F)ccc1Cl)S(C)(=O)=O	-21%	-10%	-5%	-2	-33%[59 µM]	6%	-1%	15%	-8%
43	CCc1cc(=O)oc2cc(C)cc(OC(C)C(=O)NC3CCN(Cc4ccccc4)CC3)c12 (stereo not drawn)	-14%	-9%	0%	-17	4%	14%	-26%	21%	-8%
44	CSc1ccccc1NC(=O)c1cnc2scc(C)n2c1=O	-13%	1%	-9%	-4	-5%	-4%	16%	57%[activator]	-4%
45	COc1cccc(/C=N/NC(=O)c2nnn(-c3nonc3N)c2C(C)C)c1OCc1ccc(F)cc1	-24%	-10%	-3%	0	27%	-2%	-25%	27%	1%
